PolyA inhibitor = blocks polyadenylation in yeast reporter cells; S. cerevisiae SKY197-pL101 polyadenylation reporter, beta-gal luminescence; efflux-impaired pdr1/pdr3 knockout yeast; score 100 = 6 SD above DMSO; calls only at 12 µM; actives 0.02% (n = 300,000); AID 1875;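 active means lowest replicate activity score at least 50, where 100 means six control SD above control mean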;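 further: yeast exposed to compound for 9 h at 30 °C; higher score means more reporter readthrough which indicates perturbed polyadenylation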
RGS4 block = inhibitors of human RGS4 | P49798 | HEK293 M3R/RGS4 inducible, Fluo-4 calcium flux; stronger effect = higher value; triggered by carbachol at its EC20 | B-score at 10 µM | actives 0.45% (n = 310,000) | AID 463165;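 active means B-score, a plate-corrected calcium signal, over three deviations above library mean, with baseline fluorescence within five deviations of library mean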;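 further: RGS4 expression induced by doxycycline in cells with stable M3 receptor; B-score is computed from the integrated fluorescence ratio over baseline after carbachol; higher B-score means a larger calcium signal and so more RGS4 inhibition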
Target sequence (P49798 whole entry, looked up): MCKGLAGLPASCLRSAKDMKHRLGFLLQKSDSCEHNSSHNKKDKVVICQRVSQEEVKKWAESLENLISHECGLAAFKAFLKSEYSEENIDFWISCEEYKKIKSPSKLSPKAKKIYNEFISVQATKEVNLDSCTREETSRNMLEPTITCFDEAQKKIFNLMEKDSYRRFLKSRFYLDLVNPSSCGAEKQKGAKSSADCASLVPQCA
RGS4 act = RGS4 potentiation or activation; HEK293 M3R/inducible RGS4, carbachol calcium flux Fluo4; stronger effect = lower value; B-score at 10 µM; actives 0.92% (n = 310,000); AID 463111;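 active means B-score of the integrated calcium signal more than 4 SD below the library mean, with starting fluorescence not abnormally high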;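 further: negative B-score means reduced calcium response which marks RGS4 activation or potentiation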
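System – HEK293 FlpIn-TREx cells, stable M3R, doxycycline-inducible RGS4 · Reagent – ECmax carbachol challenge · Times – compound preincubation 20 min at room temperature before agonist · Technique – Fluo4 fluorescence kinetic imaging of calcium · Measure – B score of integrated Fluo4 ratio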
GSK3 alpha inh = human GSK-3 alpha kinase inhibition; ADP-Glo luminescence, 60 min; inhibition, % at 10 µM; P49840; actives 0.1% (n = 320,000);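 in the data active means inhibition above about 50%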;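 further: GST-tagged GSK-3 alpha with peptide substrate and 25 µM ATP; 0% = DMSO neutral wells and 100% = GW8510 positive control wells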
DYRK1A inh = Dyrk1A (rat) kinase inhibition. Q63470. ADP-Glo luminescence, NFATc1 peptide. inhibition, % at 12.5 µM. actives 0.43% (n = 310,000); in the data active means inhibition above about 50%;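 further: plate controls were vehicle with enzyme for no effect and no enzyme for full effect; many of its hits are not listed in these tables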
KCNK9 block = blocks the human KCNK9 two-pore domain potassium channel; B-score at 10 µM; actives 1.2% (n = 310,000); Q9NPC2; HEK293 KCNK9, FluxOR thallium flux fluorescence; stronger effect = lower value; AID 488922;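 active means ratio B-score over 3 SD below the library mean, with starting fluorescence within 5 SD of its mean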;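 further: negative B-score means less thallium flux so channel inhibition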
Target sequence (Q9NPC2 whole entry, looked up, the tested form may be a part): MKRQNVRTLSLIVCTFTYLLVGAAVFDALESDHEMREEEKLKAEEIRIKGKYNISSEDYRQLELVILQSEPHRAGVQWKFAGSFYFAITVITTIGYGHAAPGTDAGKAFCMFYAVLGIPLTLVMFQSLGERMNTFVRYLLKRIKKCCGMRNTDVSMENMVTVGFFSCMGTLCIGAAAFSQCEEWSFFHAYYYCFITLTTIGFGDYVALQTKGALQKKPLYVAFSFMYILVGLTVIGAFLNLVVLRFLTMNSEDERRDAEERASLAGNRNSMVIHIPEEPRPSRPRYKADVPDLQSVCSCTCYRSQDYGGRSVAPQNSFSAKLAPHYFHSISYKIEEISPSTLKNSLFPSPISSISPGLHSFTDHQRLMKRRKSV
hERG protect = compounds protecting human hERG from proarrhythmic drug block; AID 1511; actives 0.51% (n = 310,000); activation (rescue from dofetilide block), less the hit threshold, % at 10 µM; Q12809; CHO-hERG, FluxOR thallium flux, dofetilide IC70 present;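 active means activation above the mean of controls blocked by dofetilide plus 5 SD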;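 further: thallium influx through hERG after potassium depolarization seen as dye fluorescence rise; in these data hits start at about 4.7%; inactives centre near -7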
KCNQ1 act = potentiates or activates the human KCNQ1 potassium channel. actives 0.35% (n = 310,000). CHO-K1 KCNQ1, thallium flux FluxOR fluorescence; stronger effect = higher value. P51787. B-score at 10 µM. AID 2648;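 active means fluorescence ratio B-score, a plate-corrected score, at least three library SD, with initial intensity B-score within 5 SD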
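Assay system: CHO-K1 cells stably expressing KCNQ1. Medium: assay buffer for compound exposure, DMSO matched across wells. Timing: 37 °C overnight plating, 90-min dark dye load, 20-min compound pretreatment. Signal: kinetic FluxOR fluorescence, 10 s baseline plus 110 s post-stimulus.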
KCNQ1 inh = human KCNQ1 channel inhibition; CHO-K1 KCNQ1, FluxOR thallium flux fluorescence; stronger effect = higher value; P51787; B-score at 10 µM; actives 1.3% (n = 310,000); AID 2642;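 active means compounds whose thallium flux B-score, printed positive for inhibition, exceeds three library SD while starting fluorescence stays within three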;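 further: channel opened by potassium depolarization with thallium stimulus after 20 min compound exposure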
GSK3beta inhib = human GSK3beta kinase inhibition; P49841; GST-GSK3beta kinase, ADP-Glo luminescence, 60 min; stronger effect = lower value; activity score (negative = inhibition), % at 10 µM; actives 0.038% (n = 300,000); AID 2097;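 active means more than half of replicate wells score below -50%, meaning over 50% inhibition versus plate controls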;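 further: 0% = median DMSO wells and -100% = median GW8510 positive control wells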
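Test system – GST-tagged human GSK3beta kinase, cell-free · Incubation – 60 min enzyme reaction, room temperature · Signal – ADP-Glo luminescence · Also added – peptide substrate and ATP at 25 µM · Controls – DMSO neutral wells and GW8510 at 20 µM as positive · Buffer or medium – Tris/MgCl2 kinase buffer · Measure – Luminescence-derived activity versus plate DMSO and GW8510 wells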
KCNK3 block = human KCNK3 channel inhibition, primary screen; CHO-KCNK3 thallium flux, FluxOR fluorescence; stronger effect = lower value; B-score at 10 µM; actives 0.84% (n = 340,000);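 active means B-score under library mean minus 4 SD, starting fluorescence ratio at most library mean plus 5 SD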;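 further: more negative B-score means stronger inhibition of thallium flux through KCNK3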
Target sequence (O14649 whole entry, looked up): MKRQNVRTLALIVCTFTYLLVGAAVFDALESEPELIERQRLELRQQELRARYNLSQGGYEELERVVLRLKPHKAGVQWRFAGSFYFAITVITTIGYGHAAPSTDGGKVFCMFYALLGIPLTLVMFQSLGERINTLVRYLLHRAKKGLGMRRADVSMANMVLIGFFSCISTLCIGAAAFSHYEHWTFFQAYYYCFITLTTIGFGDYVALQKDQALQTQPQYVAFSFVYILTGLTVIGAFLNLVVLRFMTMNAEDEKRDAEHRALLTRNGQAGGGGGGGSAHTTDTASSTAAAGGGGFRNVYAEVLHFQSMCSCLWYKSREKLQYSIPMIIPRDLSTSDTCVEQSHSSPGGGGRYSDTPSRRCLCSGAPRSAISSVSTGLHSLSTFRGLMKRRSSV
Active calls of the source: *; i = inactive; . = no result given. These rows are one share of the data. The share of hits here may be higher or lower than overall.

SMILES	PolyA inhibitor	RGS4 block	RGS4 act	GSK3 alpha inh	DYRK1A inh	KCNK9 block	hERG protect	KCNQ1 act	KCNQ1 inh	GSK3beta inhib	KCNK3 block
COc1ccc(N2C(=S)N=C(Nc3cccc(C)c3)C23CCCCC3)cc1	i	i	i	0.3	-5.8	i	-0.3	i	i	1.0	i
COc1ccc(-c2cc(=O)c3cc(OC)ccc3o2)cc1	i	i	i	-2.5	-3.6	i	-4.2	i	i	-1.9	i
Cn1c(C(=O)N2CCN(Cc3ccc4c(c3)OCO4)CC2)cc2sccc21	i	i	i	-5.7	-3.6	i	-9.1	i	i	2.5	i
CCc1ccc(S(=O)(=O)/N=C2\C=C(Nc3ccc(O)cc3)C(=O)c3ccccc32)cc1	i	i	i	6.7	8.6	i	-2.2	i	i	-3.1	i
CCN(CC)S(=O)(=O)c1cccc(C(=O)OC2CCOC2=O)c1 (stereo not given)	i	i	i	0.0	0.3	i	-5.5	i	i	4.0	i
O=C(Nc1ccc(F)cc1)Nc1ccc2ccccc2n1	i	i	i	-1.9	3.1	i	-3.4	i	i	1.4	i
O=C(COc1ccccc1)Nc1cccc(-c2ccc(N3CCOCC3)nn2)c1	i	i	i	-0.7	-2.5	i	-12.8	i	i	3.3	i
COc1ccccc1C(=O)N=c1sc2c(C)ccc(OC)c2n1C	i	i	i	-0.1	0.9	i	-15.3	i	i	0.9	i
COc1ccc(-c2nnc(SCC(=O)Nc3ccccc3)n2C)cc1	i	i	i	-2.0	-5.9	i	-5.6	i	i	2.1	i
COc1ccc(COCC(CC(C)C)N2CCN(C(=O)c3cccc(C(F)(F)F)c3)CCC2=O)cc1 (stereo not given)	i	i	i	.	3.8	i	-7.4	i	i	2.0	i
Cc1ccc(CNC(=O)C2CCC(=O)N2C2CCCCC2)cc1 (stereo not given)	i	i	i	-4.1	16.3	i	-10.0	i	i	-0.4	i
Cc1ccc(NC(=O)c2ccc(Cl)cc2Cl)cc1O	i	i	i	-2.4	4.1	i	-11.1	i	i	2.0	i
CCOCC(=O)Nc1cc(C(F)(F)F)ccc1Oc1cccc(Br)c1	i	i	i	-2.2	1.5	-11.7*	-3.6	i	i	0.5	i
O=C(c1ccc(-c2cccc(C(F)(F)F)c2)o1)N1CCN(c2ccccc2O)CC1	i	i	i	3.6	9.0	-8.52*	-16.2	i	i	5.7	i
COc1ccc2nc(NS(=O)(=O)c3ccc(NC(C)=O)cc3)sc2c1	i	i	i	-3.1	-6.4	i	0.6	i	i	-21.4	i
O=C(c1ccccc1)N1CCN(c2ncnc3sc4c(c23)CCC4)CC1	i	i	i	5.4	7.7	i	-28.4	i	i	-11.7	i
CCc1ccc(C(C(=O)NC2CCCC2)N(CCOC)C(=O)CCC(=O)Nc2cc(C)on2)cc1 (stereo not given)	i	i	i	-2.1	-3.9	i	-9.4	i	i	0.8	i
COc1ccc(NS(=O)(=O)c2cc(Cl)ccc2Cl)cc1S(=O)(=O)N1CCCCC1	i	i	i	-4.0	-1.1	i	-2.6	i	i	2.2	i
COC(=O)c1sccc1N/C=C(\C#N)S(=O)(=O)C(C)(C)C	i	i	i	1.8	.	i	-2.8	i	i	1.5	i
CC1(N2CCOCC2)CC2(O)C(=[N+]1[O-])CCc1c2no[n+]1[O-] (stereo not given)	i	i	i	-0.2	-1.3	i	-16.2	i	i	-2.0	i
O=C(Cc1cccc2ccccc12)NNC(=O)c1ccc(Br)o1	i	i	i	-3.4	-1.8	i	-2.6	i	i	-1.3	i
Cc1ccc(C(=O)O/N=C2\CCS(=O)(=O)c3sccc32)cc1	i	i	i	-0.6	-0.1	i	-8.0	i	i	2.3	i
COc1cccc(CN2CCN(C(=O)Nc3ccc([N+](=O)[O-])cc3)CC2)c1	i	i	i	-4.1	7.7	i	-20.4	i	i	1.8	i
CCCC(=O)NC(c1ccc(OC)c(OC)c1)c1c(O)ccc2ccccc12 (stereo not given)	i	i	i	3.0	10.2	i	-9.0	i	i	-3.5	i
COc1ccc(NC(=O)CC2S/C(=N\c3nccs3)N(C)C2=O)cc1 (stereo not given)	i	i	i	7.3	-0.5	i	-6.1	i	i	0.2	i
The listing continues:
SMILES	PolyA inhibitor	RGS4 block	RGS4 act	GSK3 alpha inh	DYRK1A inh	KCNK9 block	hERG protect	KCNQ1 act	KCNQ1 inh	GSK3beta inhib	KCNK3 block
COc1cc(CN2CC(=O)N(c3ccc(C)c(Cl)c3)C2=S)cc(OC)c1OC	i	i	i	-5.9	-6.7	i	-2.1	i	i	-0.6	i
COc1ccc(C(=O)Nc2nnc(SCC(=O)NC3CCCC3)s2)c(OC)c1	i	i	i	-0.4	0.5	i	-4.0	i	i	2.5	i
Cc1cc(C)c(S(=O)(=O)N2CCCOC2CNC(=O)C(=O)NCc2cccnc2)c(C)c1 (stereo not given)	i	i	i	-5.2	-0.6	i	-13.9	i	i	-2.4	i
Cc1cc2nc(C)n(CCCNC(=O)Nc3ccc(C#N)cc3)c2cc1C	i	i	i	0.1	16.3	i	-6.1	i	i	-2.3	i
O=C(C1CCCCC1)N1CCN(c2ccnc3cc(Cl)ccc23)CC1	i	i	i	1.8	0.7	i	-21.1	i	i	-6.4	-8.81*
CCOc1ccc(C(C(=O)NC2CCCCC2)N(C(=O)c2csnn2)C2CC2)cc1 (stereo not given)	i	i	i	7.1	-0.2	i	-6.9	i	i	-1.5	i
O=C(Nc1ccccc1)Nc1cccc(C(F)(F)F)c1	i	i	i	0.5	-3.7	i	-6.7	i	i	1.4	i
CCOC(=O)N1CCN(C(=O)c2c(O)c3cccc4c3n(c2=O)CC4)CC1	i	i	i	-3.6	7.1	i	-5.2	i	i	-2.4	i
CCOc1ccccc1NC(=S)NC(=O)c1ccco1	i	i	i	.	1.4	i	1.0	11*	i	-4.8	i
CSc1ncnc2c1cnn2-c1ccc(C)cc1C	i	i	i	-1.3	5.1	i	-3.6	i	i	-0.1	i
Cn1c(=O)c2c(nc(CN3CCc4ccccc4C3)n2Cc2ccccc2)n(C)c1=O	i	i	i	-0.2	1.9	i	-11.2	i	i	-7.6	i
NS(=O)(=O)c1ccc(CCN=C(NS(=O)(=O)c2cccs2)c2ccccc2)cc1	i	i	i	1.5	.	i	-13.1	i	i	1.9	i
CSCCC(=O)N1CCC(n2nccc2NC(=O)CCCc2ccccc2)CC1	i	i	i	-0.8	-11.6	i	-10.2	i	i	-3.4	i
C/C(=N\NC(=O)c1ccc(Cl)c(Cl)c1)c1ccc(Br)s1	i	i	i	-1.1	0.7	i	-8.0	i	i	2.3	i
CC1CC(C)CN(C(=O)C(NS(=O)(=O)c2ccc(Br)s2)c2ccccc2)C1 (stereo not given)	i	i	i	-0.4	1.0	i	-12.3	i	i	-1.0	i
Cc1ccc(-n2nc3c(=O)n(CC(=O)NCCC4=CCCCC4)nc(C)c3c2C)cc1	i	i	i	0.7	0.2	i	-5.0	i	i	1.3	i
[NH-]c1ncnc2c1N=C[N+]2=CC=CCO	i	i	i	3.1	16.0	i	-2.7	i	i	-0.8	i
CC1(C)CC(NC(=O)C2CCN(S(=O)(=O)c3ccccc3C(F)(F)F)CC2)CC(C)(C)N1	i	i	i	-1.9	-1.9	i	-14.5	i	i	0.7	i
O=C(Nc1ccc2c(c1)OCO2)c1ccccc1	i	i	i	9.3	-1.0	i	-6.8	i	i	.	i
COc1cc(C2C(C#N)=C(N)N(c3sc4c(c3C#N)CCCC4)C3=C2C(=O)CC(C)(C)C3)cc(OC)c1OC (stereo not given)	i	i	i	-2.9	-5.3	i	-10.4	i	i	-4.6	i
CC(=O)c1ccc(N2CCN(S(=O)(=O)c3c(C)[nH]c(C)c3C(=O)N3CCCC3)CC2)cc1	i	i	i	-1.9	-1.4	i	-6.1	i	i	2.2	i
CCn1nc(C)c(CN2CCCC(CNS(=O)(=O)c3ccc(OC)cc3)C2)c1C (stereo not given)	i	i	i	-1.5	2.8	i	-9.8	i	i	-0.3	i
O=C(CSc1nnc(-c2ccncc2)o1)Nc1nncs1	i	i	i	-0.6	1.7	i	-8.7	i	i	0.0	i
COC(=O)N/N=C(C)/C=C/c1ccccc1	i	i	i	-0.2	-12.6	i	-7.8	i	i	0.6	i
CCOc1ccccc1NC(=O)NCc1ccccc1F	i	i	i	-0.7	-3.0	i	-6.3	i	i	2.5	i
Further structures.
SMILES	PolyA inhibitor	RGS4 block	RGS4 act	GSK3 alpha inh	DYRK1A inh	KCNK9 block	hERG protect	KCNQ1 act	KCNQ1 inh	GSK3beta inhib	KCNK3 block
O=C(Nc1cccc(F)c1)/C(=C\c1cccnc1)NC(=O)c1cccs1	i	i	i	-1.2	4.8	i	1.5	i	i	-1.3	i
COc1ccc(N2CCN(C(=O)COC(=O)CCS(=O)(=O)c3ccc(C)cc3)CC2)cc1	i	i	i	-3.8	-10.0	i	-8.7	i	i	-0.6	i
O/N=C1\CC2(Cc3nonc31)OCCO2	i	i	i	0.7	-5.3	i	-7.3	i	i	3.5	i
O=C(O)c1ccc(-c2noc(-c3ccccc3Cl)n2)cc1	i	i	i	-1.1	4.9	i	-5.4	i	i	1.4	i
O=C(CSc1oc(-c2cccs2)nc1S(=O)(=O)c1ccccc1)NC1CCCCC1	i	i	i	-2.7	9.8	i	-10.1	i	i	-4.7	i
COC(=O)c1[nH]c2ccc(Br)cc2c1NC(=O)CN1CCN(C2CCCCC2)CC1	i	i	i	0.6	-29.5	i	-15.6	i	i	0.9	i
O=C(Nc1ccccc1)/C(=C/c1ccccc1)NC(=O)c1ccco1	i	i	i	-10.3	-2.2	i	-6.3	i	i	-2.3	i
Oc1ccc(-c2n[nH]c(=S)n2Cc2ccccc2)cc1	i	i	i	29.0	2.8	i	-3.6	i	i	0.4	i

A portion from further up:
SMILES	PolyA inhibitor	RGS4 block	RGS4 act	GSK3 alpha inh	DYRK1A inh	KCNK9 block	hERG protect	KCNQ1 act	KCNQ1 inh	GSK3beta inhib	KCNK3 block
COC(=O)c1[nH]c2ccc(Br)cc2c1NC(=O)CN1CCN(C2CCCCC2)CC1	i	i	i	0.6	-29.5	i	-15.6	i	i	0.9	i
O=C(Nc1ccccc1)/C(=C/c1ccccc1)NC(=O)c1ccco1	i	i	i	-10.3	-2.2	i	-6.3	i	i	-2.3	i
Oc1ccc(-c2n[nH]c(=S)n2Cc2ccccc2)cc1	i	i	i	29.0	2.8	i	-3.6	i	i	0.4	i
